Assay outcomes as filed in PubChem BioAssay.
Rev-erbA mod: modulators of Rev-erb alpha DNA binding, primary screen, biochemical, FITC-DNA, fluorescence polarization, uHTS; Rev-erbα–FITC-DNA binding, 90 min; activity, % at 10 µM; 0.79% of 370,000 active;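 active = activity above about 14%, limit read from the data; passing the limit was not always enough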;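 also: 0% = DMSO wells with 35 nM protein and 100% = DMSO wells with 750 nM protein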
Target sequence (P20393 whole entry, looked up): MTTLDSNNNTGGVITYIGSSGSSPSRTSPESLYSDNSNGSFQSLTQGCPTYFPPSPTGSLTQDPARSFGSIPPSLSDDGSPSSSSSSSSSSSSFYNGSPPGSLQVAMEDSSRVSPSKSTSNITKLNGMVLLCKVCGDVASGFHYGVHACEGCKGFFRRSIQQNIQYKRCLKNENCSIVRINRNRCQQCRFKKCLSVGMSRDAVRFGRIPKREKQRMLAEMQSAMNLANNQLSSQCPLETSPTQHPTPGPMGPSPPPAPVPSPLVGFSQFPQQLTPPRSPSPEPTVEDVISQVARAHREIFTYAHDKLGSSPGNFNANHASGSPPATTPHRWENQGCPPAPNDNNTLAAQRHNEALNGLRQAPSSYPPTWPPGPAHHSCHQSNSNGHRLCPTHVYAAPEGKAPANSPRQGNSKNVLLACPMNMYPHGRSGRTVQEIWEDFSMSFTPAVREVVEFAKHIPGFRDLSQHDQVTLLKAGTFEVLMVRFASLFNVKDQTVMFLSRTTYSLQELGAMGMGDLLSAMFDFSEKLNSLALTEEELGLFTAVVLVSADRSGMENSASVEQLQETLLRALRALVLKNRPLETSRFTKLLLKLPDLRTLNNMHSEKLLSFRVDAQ
PLCg1 inh: PLC-gamma1 enzyme inhibitors, primary screen, biochemical, fluorescence, purified enzyme. 0.84% of 370,000 active. 1-phosphatidylinositol 4,5-bisphosphate phosphodiesterase gamma-1 (Homo sapiens), P19174. fluorogenic substrate. inhibition, % at 12.2 µM; in the data active = inhibition above about 9.5%
DAX1 inh-1: DAX1 (NR0B1) inhibitors, primary screen, cell-based, HEK293, Gal4-DAX1, luciferase luminescence; HEK293 Gal4-DAX1 luciferase reporter; inhibition, % at 6.75 µM; Nuclear receptor subfamily 0 group B member 1 (Homo sapiens), P51843; 0.99% of 340,000 active; AID 504766, 2011;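 active = inhibition above the mean over all tested compounds plus 3 SD, cut at about 4.2% in these data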;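 also: 0% = DAX1-transfected cells with DMSO and 100% = empty-vector control cells with DMSO; inhibition shows as a rise in luminescence from relieved DAX1 repression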
Target sequence (P51843 207-470 limits assumed): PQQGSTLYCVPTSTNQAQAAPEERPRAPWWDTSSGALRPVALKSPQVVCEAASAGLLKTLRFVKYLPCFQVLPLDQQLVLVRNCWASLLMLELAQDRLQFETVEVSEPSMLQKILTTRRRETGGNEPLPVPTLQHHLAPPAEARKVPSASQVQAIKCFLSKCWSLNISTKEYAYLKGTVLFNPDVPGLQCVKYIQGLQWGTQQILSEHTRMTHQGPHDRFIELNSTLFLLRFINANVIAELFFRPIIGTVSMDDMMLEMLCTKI
PLCb3 inh: human PLC-beta3 inhibitors, primary screen, biochemical, fluorescence. Purified PLC-beta3, fluorogenic substrate. inhibition, % at 12.2 µM. 0.18% of 370,000 active; in the data active = inhibition above about 11%;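 also: 0% = median of compound wells on plate and 100% = full blocker control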
hgDAF12 agonist: H. glycines DAF-12 receptor agonists, primary screen, cell-based, luminescence, HEK293, GAL4 fusion, UAS-luciferase; HEK293 GAL4-hgDAF12 UAS-luciferase reporter, agonist luminescence; normalized to butyrate control; activation, % at 6.8 µM; 1.8% of 370,000 active; Nuclear hormone receptor DAF-12 (Heterodera glycines), GAL4 fusion;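 active = activation above a cutoff set at the mean of all screened compounds plus 3 SD, cut at about 10% in these data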;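 also: 0% = DMSO wells and 100% = sodium butyrate wells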
SMARCA2 act: SMARCA2 (BRM) function activators, primary screen, cell-based, luminescence, high throughput. MG213 cells, MMTV-luciferase reporter, dexamethasone, overnight. activation, % at 9.1 µM. 1% of 370,000 active; in the data active = activation above about 7.8%;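 also: 0% = vehicle wells and 100% = reference activator wells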
DAX1 inh-2: DAX1 (NR0B1) inhibitors on StAR promoter, primary screen, cell-based, luminescence, SF-1 (NR5A1), full-length DAX-1. HEK293T StAR-luciferase reporter, SF-1/DAX-1 repression relief. inhibition, % at 6.8 µM. 1.1% of 370,000 active. AID 652010, 2013;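 active = inhibition above the mean over all tested compounds plus 3 SD, cut at about 3.6% in these data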;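 also: 0% = DAX-1 cells with DMSO and 100% = cells lacking DAX-1 with DMSO; higher inhibition means more luminescence from relief of DAX-1 repression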
MBD2 DNA inh: inhibitors of MBD2 binding to methylated DNA, primary screen, biochemical, TR-FRET, DNA-binding domain, human; Methyl-CpG-binding domain protein 2 (Homo sapiens), Q9UBB5; MBD2 binding to methylated oligonucleotide; inhibition, % at 4.4 µM; 0.31% of 370,000 active; AID 686964, 2013; in the data active = inhibition above about 13%
ssDAF-12 act: S. stercoralis DAF-12 nuclear receptor activators, primary screen, cell-based, luminescence, HEK293, GRIP1 co-expression, lit1-tk-luc; 1% of 370,000 active; activation, % at 6.8 µM; HEK293 ssDAF-12/GRIP1 lit1-tk-luc reporter; % of 3 µM dafachronic acid response;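 active = activation above the mean over all tested compounds plus 3 SD, cut at about 0.9% in these data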;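 also: 0% = DMSO-only wells and 100% = 3 µM delta7-dafachronic acid wells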
ADAM17 inh: ADAM17 inhibitors, primary screen, biochemical, QFRET | inhibition, % at 6.95 µM | recombinant ADAM17, EDANS/DABCYL FRET peptide cleavage | 0.83% of 370,000 active | AID 720648, 2013 | Disintegrin and metalloproteinase domain-containing protein 17 (Homo sapiens), P78536;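 active = inhibition above the mean of compounds lying between control limits plus 3 SD, set per campaign, cut at about 8.5% in these data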;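 also: 0% = DMSO-only wells as the low control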
hcDAF12 agonist: H. contortus DAF-12 nuclear receptor activators, primary screen, cell-based, luminescence, HEK293, lit1-tk-luc reporter; HEK293 hcDAF-12 lit1-tk-luc reporter; 0% DMSO, 100% Δ7-dafachronic acid; activation, % at 6.8 µM; 1.4% of 370,000 active;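 active = activation above the mean of all tested compounds plus 3 SD, cut at about 5.5% in these data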;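 also: 100% = response to 3 µM Δ7-dafachronic acid high control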
Active calls of the source: *; . = no result given.

SMILES	Rev-erbA mod	PLCg1 inh	DAX1 inh-1	PLCb3 inh	hgDAF12 agonist	SMARCA2 act	DAX1 inh-2	MBD2 DNA inh	ssDAF-12 act	ADAM17 inh	hcDAF12 agonist
COc1ccc(NC(=O)CN(C)S(=O)(=O)c2ccc3c(c2)c(=O)n(C)c(=O)n3C)cc1	-2	-2	-0.2	-4	-2.2	0	0.0	-5	-1.2	-4	-1.5
CCN(CC)Cc1c(C(=O)N2CCc3ccccc3C2)nc2ccc(Cl)cn12	-4	-1	2.3	-5	-0.6	-3	-0.6	4	-1.6	-8	-1.0
Cc1ccc(NC(=O)CO/N=C(\N)c2ccccc2)cc1C	3	-4	0.3	-2	0.4	4	0.4	-7	-1.0	1	0.3
Cc1ccc[n+](C(C(=S)NCc2ccco2)=C([O-])c2ccccc2Cl)c1	-4	-3	0.1	-2	-5.6	0	-1.2	-2	-1.1	0	-0.7
CN(C)C(=O)c1nc2ccccc2s1	-3	0	1.7	1	4.6	2	0.6	1	0.3	0	6.5*
C[C@H](CO)N1C[C@H](C)[C@@H](CN(C)S(=O)(=O)c2ccccc2)Oc2ccc(NC(=O)CCC(F)(F)F)cc2C1=O	4	1	-0.1	-1	-2.6	-1	0.0	2	-0.6	1	-1.9
CCO/N=C/c1ccc(OC)c(Oc2nc(OC)cc(OC)n2)c1	4	0	-1.6	8	0.4	1	0.2	-6	-1.5	0	-2.9
O=C(Nc1ccc(-c2cn3c(n2)SCC3)cc1)c1ccc2ccccc2n1	-3	-20	-2.1	-39	-3.2	-2	-4.2	1	-3.0	-3	-4.2
FC(F)(F)C1=NNC(c2ccc3ccccc3c2)=NN1	0	-5	0.0	-11	12*	-2	0.6	-2	-0.3	1	1.2
Cc1ccc(C(=O)NNC(=O)CSc2nnc(-c3ccncc3)n2C)cc1	2	2	1.3	4	0.2	-3	1.0	-3	0.1	0	1.0
COc1cc(C(O)c2nc(-c3ccccc3)cs2)ccc1F (stereo unspecified)	2	0	.	-6	0.4	-3	-2.6	14*	-1.0	1	-2.2
COc1ccc(F)cc1S(=O)(=O)NCc1cc(=O)n(C)c(=O)n1C	-3	4	0.5	-5	1.8	-1	0.4	-4	-0.7	-2	0.8
COc1cc2cc(C(=O)Nc3ccc4c(c3)OCCO4)[nH]c2cc1OC	3	-14	0.7	-28	-13	-5	-1.4	-4	-2.4	3	-6.5
Cc1cc(NC(=O)CN2C(=O)NC3(CCCCCC3)C2=O)ccc1Br	8	4	-1.3	-5	-3.5	3	-2.2	-2	-1.0	4	-1.2
CC(C)[C@H](NC(=O)c1ccc(Cl)cc1Cl)C(=O)NNC(=O)c1ccco1	-13	-2	1.6	3	0.3	7	-0.7	1	-1.1	2	-0.5
Cc1cccc(/C=C2\CCC(=C3SCCCS3)C2=O)c1	2	-3	-3.7	-7	8.8	4	2.5	8	-0.6	-6	7.5*
CCCCn1c(N)c(N(CCC(C)C)C(=O)c2cccc(S(=O)(=O)N3CCN(C)CC3)c2)c(=O)[nH]c1=O	-1	0	-2.0	-5	-1.9	1	-1.2	1	-0.5	-6	-0.4
COc1ccc(N(CC(=O)Nc2ccc(OC)cc2OC)S(=O)(=O)c2ccccc2)cc1	3	3	-0.8	-1	-3.0	-1	-0.8	-2	-1.7	4	0.0
COC(=O)[C@]12C[C@H](CC(=O)N3CCSCC3)C(=O)N(Cc3ccc(Cl)cc3Cl)C1=C[C@H](COCc1ccccc1)O[C@@H]2C	-7	3	.	3	1.4	3	-0.5	-2	-1.5	8	0.1
CC(=O)OCC1(C)CN(c2ccccc2)N(C(=O)c2ccc(C(C)(C)C)cc2)C1=O (stereo unspecified)	-9	3	-0.1	3	-4.5	-1	-0.3	0	-1.5	3	-1.6

Two compounds from above, showing only DAX1 inh-1.
Structure	DAX1 inh-1
Cc1cccc(/C=C2\CCC(=C3SCCCS3)C2=O)c1	-3.7
CCCCn1c(N)c(N(CCC(C)C)C(=O)c2cccc(S(=O)(=O)N3CCN(C)CC3)c2)c(=O)[nH]c1=O	-2.0

Next part:
SMILES	Rev-erbA mod	PLCg1 inh	DAX1 inh-1	PLCb3 inh	hgDAF12 agonist	SMARCA2 act	DAX1 inh-2	MBD2 DNA inh	ssDAF-12 act	ADAM17 inh	hcDAF12 agonist
COc1ccccc1CCC[C@H](CCS(=O)(=O)C(C)C)CC1CCCCC1	2	-1	.	-2	4.7	-3	-1.1	3	-1.4	-2	-1.8
Oc1cccc(NC(=S)N=Nc2c(O)[nH]c3ccccc23)c1	-1	1	-0.3	-5	4.1	-1	0.1	3	0.0	0	2.4
CC(=O)Nc1ccc(S(=O)(=O)NCCc2ccccc2)cc1	1	-1	0.3	2	-3.5	-4	-1.1	1	-1.8	-4	-2.2
O=C(Nc1ccc(Cl)cn1)C1CCCN1S(=O)(=O)c1ccc(Cl)cc1 (stereo unspecified)	-3	2	-1.3	2	-1.1	-1	-0.6	-9	-1.5	2	-1.0
O=[N+]([O-])c1ccc2c(c1)C(=Nc1ccccc1)c1ccccc1-2	7	-7	0.4	-2	-0.1	-3	-0.8	6	-1.0	-2	-0.7
CC/C(C)=N/Oc1nc(C)cc(C)n1	-3	3	4.2	-5	0.3	-4	-0.4	0	-0.7	0	-1.5
CCCCNC(=S)NNC(=O)CCn1nc(C)c(Br)c1C	-2	7	-0.3	-5	-4.3	-1	-0.2	6	-1.3	-5	-2.0
O=C1NC(=O)c2c(NC(=O)C3CCCO3)cccc21 (stereo unspecified)	-4	-49	-0.6	-47	0.2	0	-0.1	0	-2.0	-71	-0.1
Cc1cc(C)c2nc(-c3ccccn3)cc(C(=O)Nc3cc(C)on3)c2c1	11	-58	0.2	-71	-0.5	1	0.7	-2	-0.8	-15	0.0
O=C(COC(=O)c1ccc(Br)o1)Nc1ccc2[nH]c(=O)[nH]c2c1	-1	-2	0.2	-7	-1.2	0	-0.2	2	-1.5	-5	-0.5
CC(C)CC1C(=O)N(Cc2cn(CC3CCCCC3)nn2)CCS(=O)(=O)N1Cc1ccc(-c2ccc(Cl)c(Cl)c2)cc1 (stereo unspecified)	4	-2	-0.1	-1	4.2	-3	0.7	3	-0.8	-3	1.1
CCN(CC)S(=O)(=O)c1ccc(O)c(NC(=O)c2ccc(N3CCOCC3)c([N+](=O)[O-])c2)c1	-6	0	-0.3	-2	-0.9	3	-0.1	1	-2.0	-2	-2.5
N/C(=N\OC(=O)Cc1ccccc1[N+](=O)[O-])c1ccccn1	-6	1	-0.3	2	-0.2	-2	0.1	2	-1.6	2	-0.3
CCOC(=O)/C(C#N)=C/c1cc2cc(C)c(C)cc2nc1Cl	-1	-24	2.5	-30	-0.7	0	-0.2	-5	-0.5	-12	-1.2
Clc1ccccc1Nc1nc(NCC2CC2)nc2ccsc12	-3	-13	.	-24	-4.6	-3	-2.4	4	-2.0	-20	-0.6
COc1ccccc1OCC(=O)Nc1ccccn1	1	-3	1.7	-2	13*	7	3.4	-3	-0.2	0	5.2
CCC(C)CCCCCCCCCCC(=O)O (stereo unspecified)	-3	2	1.0	8	-1.4	4	0.7	-4	-1.2	0	-1.0
Cc1ccc(OCC(O)CNCc2ccccc2)cc1C (stereo unspecified)	-2	8	2.3	-2	3.1	1	0.5	4	-2.2	0	-2.0
CCOC(=O)c1ccc(NC(=O)c2nc[nH]c2C(=O)N[C@@H](C)CO)cc1	-3	-1	0.4	-4	2.2	-1	-1.4	6	-1.1	-4	-2.1
CN(C)c1nc(NCc2ccccc2)nc(SCC(=O)Nc2ccccc2)n1	3	-2	-0.1	1	1.2	-4	-0.1	0	-2.3	-3	-0.4
COc1ccc(CNC(=O)c2cncc(Br)c2)cc1	-1	1	1.4	-1	3.0	1	0.1	-3	-1.1	-1	-0.6
CC(NC(=O)NC1CCCCC1)c1ccc2c(c1)OCO2 (stereo unspecified)	3	-1	-1.7	2	-0.1	1	0.2	6	-1.4	0	-1.3
O=S(O)OC1CS(=O)(=O)CC1c1ccccc1 (stereo unspecified)	2	-3	0.3	-8	-1.7	-1	-0.1	2	-1.5	-1	-0.1
COCCN1C(=O)CSCC1(C)C(=O)NC(C)C (stereo unspecified)	3	1	.	6	1.0	-2	-0.2	-7	-1.2	-3	-1.8
Cc1ccc(S(=O)(=O)NC(=O)Nc2ccc(F)c(F)c2)cc1	-2	-1	1.7	-9	-0.6	-2	-0.3	0	-1.2	-3	-1.1
NC(Cc1ccc(Cl)cc1)c1csc(Nc2nccc(C(F)(F)F)n2)n1 (stereo unspecified)	0	5	.	2	2.8	-2	-0.1	2	-0.5	-1	3.7
CCC(=O)c1ccc(OCC(=O)Nc2ccc(N3CCCCC3)cc2)cc1	-2	-1	-0.2	-5	-0.1	-3	1.2	-2	-1.4	-5	-1.2
CCOC(=O)CC1NC(=O)c2ccccc21 (stereo unspecified)	7	-1	1.3	0	-2.1	-1	0.1	2	0.2	-5	2.4
CC(=O)N1CN(CCCn2ccnc2)Cc2c1sc1c2CCCC1	3	-4	0.9	-2	3.4	-1	-0.8	7	-0.9	-2	-0.8
O=C(NCc1cccs1)c1cc(C2CC2)on1	0	1	2.2	2	5.8	2	0.8	-1	-0.6	-5	0.2
CCOC(=O)c1c(NC(=O)C2C3C=CC(CC3)C2C(=O)O)sc(C)c1C (stereo unspecified)	5	7	-0.3	4	-5.0	-4	0.0	-2	-1.7	9.1*	-1.0
CC(C)C12NC(=O)NC(=O)N1CCS2 (stereo unspecified)	5	0	2.3	0	3.0	-4	3.0	3	-0.4	-3	-1.1
CC(C)CNC(=S)NC1CCCC1	6	0	1.2	1	-1.3	-7	-0.1	-2	-2.0	-1	-1.3
Cc1ccc(S(=O)(=O)CCC(=O)c2ccc(F)cc2)cc1	-8	-1	-0.3	-5	-0.3	0	1.0	1	-0.6	-1	0.3
Cn1c(CC(=O)Nc2ccccc2)c(Sc2ccccc2)c2ccccc21	-1	3	0.2	1	2.0	3	0.1	1	0.5	0	7.5*
